Eya2 inh: blocks the phosphatase activity of human Eya2; Potency, µM (highest dose often 76.9 µM), for the others: at the highest dose activity, negative = inhibition, hits mostly inhibitors; O00167; actives 0.006% (n = 330,000); recombinant Eya2, OMFP fluorescence dephosphorylation (OMFP is methylfluorescein phosphate); further: potency means the concentration at half of the fitted maximal effect; on the % scale 0 is the no-effect control and ±100 the full control effect
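Eya2 (0.2 uM) preincubated 10 min at ambient with compound, then OMFP substrate added at 50 uM; 10 min reaction in 50 mM HEPES pH 7.5, 50 mM NaCl, 5 uM MgCl2, 0.05% BSA, 1 mM DTT. Fluorescence read at Ex 485/Em 525 nm.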
TSHR antag: antagonists of human thyroid stimulating hormone receptor; P16473; AID 504810; activity change, negative = inhibition, % at 11.5 µM; actives 0.2% (n = 330,000); TSHR-expressing cells, TSH-stimulated cAMP HTRF, 2 h; stronger effect = lower value;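 active means activity change below a set negative limit, meaning inhibition stronger than a set level, cut at about -70% in these data; inconclusive means activity change between two set negative limits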; further: on the % scale 0 is the no-effect control and ±100 the full control effect
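Competitive HTRF cAMP read-out (cryptate anti-cAMP antibody, cAMP-d2; 30 min, room temperature) in freshly harvested TSHR cells. Compounds added before TSH at EC80 (4nM final), followed by 2 hours' incubation at 37 deg C.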
GALK inh: galactokinase (human) inhibition | P51570 | Purified GALK, Kinase-Glo residual ATP luminescence | actives 0.007% (n = 270,000) | Potency, µM (highest dose often 57.5 µM), inactives show top-dose activity change, negative = inhibition, hits mostly inhibitors | AID 1868; further: potency means the concentration at half of the fitted maximal effect; on the % scale 0 is the no-effect control and ±100 the full control effect
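Compounds were pin-transferred into ATP buffer (35 uM final), then GALK plus galactose (5 nM, 100 uM final) was added. After 1 h at room temperature, Kinase-Glo Plus was added and luminescence read after 10 min.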
MBNL1-CUG inh: MBNL1-poly(CUG) RNA binding inhibition; Q9NR56; AID 2675; actives 0.036% (n = 280,000); Potency, µM (titrated, usually from 57.5 µM), inactives show at the top dose activity change, negative = inhibition, most hits filed as inhibitors; TR-FRET MBNL1-His/biotin-(CUG)12 binding, 665/545 ratio; active means well fitted inhibition curve with a large enough effect in the signal ratio, with a control signal flat, not every such curve was filed as active; inconclusive means small, poorly fitted or top-dose-only effect, or effect the other way, or a change in a side signal; inactive means no such curve, though single readings can be large or run the other way; the % refers to the signal ratio; further: potency means the concentration at half of the fitted maximal effect; on the % scale 0 is the no-effect control and ±100 the full control effect
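MBNL1-His + Biotin-(CUG)12, cpd titration 92 nM–58 uM; Tb anti-His Ab 0.055 ng/ul, SA-XL665 5 nM (final); 60 min RT; ratiometric 665/545 nm, Ex 340 nm; normalized to buffer and full-complex controls.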
Mito fusion yeast: blocks mitochondrial division or promotes mitochondrial fusion | S. cerevisiae fusion-defective mutant growth rescue, CellTiterGlo 48 h | Potency, µM (titrated, usually from 46.1 µM), for inactives: top-dose growth rescue (activation), most hits filed as activators | actives 0.23% (n = 320,000);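 further: potency means the concentration at half of the fitted maximal effect; % of control where 0% means no effect; nearly all actives have a fitted effect of over 45% in size; temperature-sensitive fusion mutants such as fzo1-1 at 37 °C on non-fermentable ethanol glycerol medium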
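S. cerevisiae fusion-defective temperature-sensitive mutants (e.g. fzo1-1, mgm1-5) grown 48 h at 37C in YPEG (ethanol/glycerol non-fermentable) medium with 23 nl compound per well; growth rescue read as CellTiterGlo luminescence.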
Menin MLL FP TR: displaces Texas Red mutant MLL peptide from human menin; O00255; Menin + Texas Red MLL mutant peptide, fluorescence polarization; Potency, µM (top dose mostly 61.6 µM), without a hit: top-dose FP activity change, negative = inhibition, actives largely listed as inhibitors; actives 0.23% (n = 270,000); AID 1768; active means well fitted inhibition curve with a large enough effect in the polarisation, with a control signal flat, not every such curve was filed as active; inconclusive means small, poorly fitted or top-dose-only effect, or effect the other way, or a change in a side signal; inactive means no such curve, though single readings can be large or run the other way; the % refers to the polarisation; further: potency means the concentration at half of the fitted maximal effect; % of control where 0% means no effect; many of its hits are not listed in these tables
PKM2 activator: activators of human pyruvate kinase M2; Potency, µM (titrated, usually from 57.5 µM), for the others: at the highest dose activation, most hits filed as activators; P14618; actives 0.34% (n = 260,000); purified PKM2, Kinase-Glo ATP luminescence, activation; response scale: 0% is enzyme alone, no compound; further: potency means the concentration at half of the fitted maximal effect; on the % scale 0 is the no-effect control and ±100 the full control effect; nearly all actives have a fitted effect of over 55% in size
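Kinase-Glo luminescence reports ATP generated from ADP (0.1 mM) and PEP (0.5 mM) by purified hPK-M2 after 1 h at room temperature, pH 7.2 imidazole buffer; intermediate enzyme activity allows detecting inhibitors and activators.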
KCNH2 WT inh: KCNH2 (human, wildtype) channel inhibition; Q12809; U2OS, BacMam KCNH2, thallium flux FluxOr; stronger effect = lower value; activity change, % at 1.84 µM; actives 0.37% (n = 340,000); AID 720551;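 active means maximum activity change below -70%; inconclusive means maximum activity change between -70% and -50%; inactive means maximum activity change above -50%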; further: on the % scale 0 is the no-effect control and ±100 the full control effect
Target sequence (Q12809 whole entry, looked up): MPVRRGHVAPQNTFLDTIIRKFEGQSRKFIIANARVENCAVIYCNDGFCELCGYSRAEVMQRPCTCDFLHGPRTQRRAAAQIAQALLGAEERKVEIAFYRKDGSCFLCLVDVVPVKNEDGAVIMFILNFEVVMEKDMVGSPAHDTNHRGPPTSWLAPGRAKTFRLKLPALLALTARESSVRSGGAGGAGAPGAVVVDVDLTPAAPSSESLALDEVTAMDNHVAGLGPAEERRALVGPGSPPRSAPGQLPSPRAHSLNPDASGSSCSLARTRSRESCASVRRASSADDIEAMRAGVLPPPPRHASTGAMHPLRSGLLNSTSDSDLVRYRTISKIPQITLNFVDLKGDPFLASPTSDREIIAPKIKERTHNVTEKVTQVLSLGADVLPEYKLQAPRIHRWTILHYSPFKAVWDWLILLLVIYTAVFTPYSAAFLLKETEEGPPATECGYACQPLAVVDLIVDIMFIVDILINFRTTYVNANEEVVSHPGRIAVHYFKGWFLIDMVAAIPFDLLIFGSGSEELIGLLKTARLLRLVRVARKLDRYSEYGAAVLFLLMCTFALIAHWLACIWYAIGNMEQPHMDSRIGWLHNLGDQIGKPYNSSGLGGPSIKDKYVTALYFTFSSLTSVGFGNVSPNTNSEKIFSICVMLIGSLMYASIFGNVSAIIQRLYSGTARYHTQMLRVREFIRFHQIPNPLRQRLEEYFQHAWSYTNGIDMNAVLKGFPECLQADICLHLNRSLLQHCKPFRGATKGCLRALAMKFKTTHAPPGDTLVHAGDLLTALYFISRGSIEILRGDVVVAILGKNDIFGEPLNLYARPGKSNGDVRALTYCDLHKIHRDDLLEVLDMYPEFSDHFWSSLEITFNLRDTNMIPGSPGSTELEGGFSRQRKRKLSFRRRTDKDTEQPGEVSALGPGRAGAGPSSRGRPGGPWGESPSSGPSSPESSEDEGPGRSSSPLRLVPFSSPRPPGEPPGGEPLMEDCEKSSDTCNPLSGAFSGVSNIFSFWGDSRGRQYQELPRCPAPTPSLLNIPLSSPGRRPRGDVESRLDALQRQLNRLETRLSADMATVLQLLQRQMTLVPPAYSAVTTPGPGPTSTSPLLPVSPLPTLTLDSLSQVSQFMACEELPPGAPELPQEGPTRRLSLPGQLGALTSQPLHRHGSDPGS
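U2OS cells were transduced with wild-type KCNH2 virus (2.03 x 10^8 / mL) for 4 h at room temperature, then cultured overnight at 37 C. Thallium flux was read with FluxOr dye. Rate constants were normalized to DMSO controls.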
BCR signal inh: chronic active BCR signaling inhibition; actives 0.05% (n = 340,000); ABC-DLBCL IkBa-CBG/CBR reporter, luminescence ratio, 4 h; Potency, µM (highest dose often 46.1 µM), inactives show top-dose ratio change, negative = lower green/red ratio, most hits filed as inhibitors; AID 493014; active means well fitted inhibition curve with a large enough effect in the signal ratio, with a control signal flat, not every such curve was filed as active; inconclusive means small, poorly fitted or top-dose-only effect, or effect the other way, or a change in a side signal; the % refers to the signal ratio;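 further: potency means the concentration at half of the fitted maximal effect; plate controls were basal doxycycline-induced cells for no effect and cells given 10 µM MG132 for full effect; MG132 reads +100%, hits lower the ratio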
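Compounds up to 46 uM were incubated four hours with TMD8 cells whose green CBG68 luciferase is fused to IkappaBalpha; red CBR luminescence normalised the signal, and concentration-effect curves were fitted to fusion, red and ratio data.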
ASM inhibitor: blocks human secretory acid sphingomyelinase. P17405. placental ASM, HMU-PC fluorogenic substrate, 60 min. Potency, µM (titrated, usually from 57.5 µM), for inactives: at the top dose activity change, negative = inhibition, usual class: inhibitors. actives 0.006% (n = 340,000). AID 504937; further: potency means the concentration at half of the fitted maximal effect
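Fluorogenic HMU-PC substrate (9 uM final) is turned over by placental ASM in 60 min at 37 C after a 10 min compound preincubation. Reaction ended by alkaline stop (pH 10), with fluorescence read at 386/447 nm.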
USP2a block: USP2a (human) protease inhibition; USP2 core, Ub-CHOP2 coupled fluorogenic reporter, 485/531; O75604; actives 0.01% (n = 330,000); Potency, µM (top dose mostly 38.3 µM), for the others: at the highest dose activity change, negative = inhibition, usual class: inhibitors;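 further: potency means the concentration at half of the fitted maximal effect; plate controls were DMSO wells for no effect and full inhibition by NEM control for full effect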
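Deubiquitinase activity read as fluorescence (485/531 nm) after Ub-CHOP2 cleavage activates the enterokinase reporter on its substrate; USP2 core 10nM, Ub-CHOP2 and substrate 25nM each, 30min compound preincubation then 60min RT; data normalized to NEM, curves fitted.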
* marks the source's active call; other numbers are inactive results; ? = inconclusive; . = no result given; & = joins results of further samples; [ ] = dose if it differs, or a comment. Unless noted, the call rests on the fitted dose curve; in most records, active means well fitted curve in the direction sought with a large enough effect; inconclusive means small, poorly fitted or top-dose-only effect, or another doubt; inactive means no such curve, though single readings can be large; an effect the other way counts as inactive or inconclusive.

SMILES	Eya2 inh	TSHR antag	GALK inh	MBNL1-CUG inh	Mito fusion yeast	Menin MLL FP TR	PKM2 activator	KCNH2 WT inh	BCR signal inh	ASM inhibitor	USP2a block
O=C(C1CCN(S(=O)(=O)c2cccc([N+](=O)[O-])c2)CC1)N1CCOCC1	-0.1%	7.7	5.0%	?	0.4%	7.8%	4.5%	1.6	-0.3%	1.5%	0.9%
COC(=O)N/N=C\c1c(C)nn(-c2ccccc2)c1Cl	3.0%	-3.9	2.2%	8.1%	13.0%	-9.0%	-1.5%	3.4	?	-0.3%	-0.7%
O=C(CSc1ncccn1)NCc1ccc(Cl)cc1	9.5%	29.0	-0.2%	-0.3%	-16.9%	0.7%	-33.0%	-2.5	-0.3%	4.9%	-0.9%
CCOC(=O)CNC(=S)n1ncnc1N	?	-0.5	-1.2%	.	-6.1%	1.0%	-0.1%	1.7	6.3%	3.5%	2.7%
COC(=O)/C=C/C(=O)Nc1cccc(C(F)(F)F)c1	4.1%	2.1	1.1%	5.1%	-0.9%	8.9%	-0.1%	9.8	?	3.6%	5.3%
C/C=C/c1ccc(OCC(=O)Nc2cc(OC)c(OC)c(OC)c2)c(OC)c1	-1.1%	-10.9	4.9%	-0.5%	3.7%	-8.6%	-1.6%	2.1	4.7%	?	-7.3%
COc1cnn(C(C)(C)C)c(=O)c1Cl	-9.9%	-2.1	1.7%	-0.1%	0.6%	1.2%	-2.7%	-4.6	1.5%	3.0%	2.1%
COc1ccc(N2CCN(C(CNC(=O)C(C)(C)C)c3cccnc3)CC2)cc1 (stereo unspecified)	4.3%	3.7	0.4%	-17.3%	-0.8%	1.5%	6.2%	9.6	11.3%	7.2%	1.8%
Cc1nc(SCC#N)c2c(C)c(C)sc2n1	3.0%	-7.6	0.4%	-7.7%	-7.6%	-5.2%	-14.1%	-4.5	?	-0.3%	1.0%
CCCCCn1c(Sc2ncccn2)nc2c1c(=O)[nH]c(=O)n2C	-0.1%	19.9	-2.1%	-2.2%	-2.8%	-1.3%	0.5%	-5.5	-2.9%	2.0%	1.7%
CC(=O)c1c(C)[nH]c(C(=O)Nc2ccc(F)cc2F)c1C	0.4%	-1.8	0.8%	1.4%	10.4%	-6.1%	.	-1.0	0.3%	-2.6%	2.7%
CSc1nsc(SC)c1C(=O)Nc1ccc(C)cc1	-16.4%	-4.6	0.3%	5.0%	3.0%	-4.7%	0.4%	-7.4	-6.0%	-5.2%	3.2%
CCCCNC(=S)N1CCN(c2nc3ccccc3s2)CC1	1.2%	9.5	1.8%	-10.5%	-2.6%	17.6%	14.3%	6.2	18.9%	0.5%	-4.5%
COc1ccc(C(=O)Nc2cccc(C(=O)O)c2)cc1S(=O)(=O)N1CCCC1	-7.5%	-4.9	-2.9%	7.5%	3.0%	-10.0%	4.8%	1.6	3.9%	3.6%	0.8%
COc1cccc(OC)c1C(=O)Nc1cccc(C(C)=O)c1	-15.3%	1.0	-4.3%	-6.5%	-4.2%	-0.2%	0.0%	3.8	0.3%	-1.1%	0.2%
CCN(CC)C(=O)C(=O)N/N=C/c1cccc(Br)c1	2.8%	-3.7	-5.1%	-18.4%	-0.8%	.	-2.8%	-3.0	9.9%	-0.6%	1.9%
Cc1cccc(NC(=O)CCC(=O)Nc2nnc(C(F)(F)F)s2)c1	8.9%	-5.8	0.1%	-5.4%	-2.5%	.	8.3%	-0.2	?	2.3%	2.3%
CC12CCC(C(=O)N3CCN(C(c4ccccc4)c4ccccc4)CC3)(OC1=O)C2(C)C (stereo unspecified)	-2.2%	-13.3	-0.1%	-2.2%	-5.6%	-11.3%	8.1%	-0.7	7.9%	-2.5%	1.4%
CC(Cc1ccccc1)C(=O)NCc1ccccn1 (stereo unspecified)	1.6%	-2.4	.	45.9%[activator]	-3.4%	-12.2%&14.4%	3.1%&-3.2%	.	1.7%	4.1%	1.5%
CN(C)CCNCc1ccccc1OC1CCCC1	2.5%	7.5	-0.2%	-2.9%	-1.4%	-7.4%	5.7%	8.5	-14.7%	0.4%	5.2%
CC(=O)Cc1nsc(NC(=O)c2ccc(-c3ccccc3Cl)o2)n1	-33.0%	-9.9	-1.8%	19.7%	13.1%	?	1.5%	-12.7	?	-6.0%	0.1%
COc1ccc(-n2ccc(-c3nn(-c4cccc(C(F)(F)F)c4)ccc3=O)n2)cc1	-24.3%	-13.5	-1.5%	?	10.0%	-8.5%	9.6%	-11.5	-18.8%	-6.6%	-1.2%
Cc1cccc(-n2c(C)cc(/C=N/NC(=O)c3cccc([N+](=O)[O-])c3C)c2C)c1	13.1%	-6.3	-1.5%	-9.6%	2.1%	0.2%	1.1%	-15.1	1.0%	-10.6%	2.7%
CS(=O)(=O)N1CCC(C(=O)N2CCN(C(c3ccccc3)c3ccccc3)CC2)CC1	-4.7%	20.4	-0.2%	-1.3%	0.2%	-7.2%	11.5%	.	-0.7%	-3.3%	-0.4%
O=C(NC(=S)Nc1ccc(S(=O)(=O)Nc2nccs2)cc1)c1ccccc1F	13.8%	18.2	-0.8%	-4.2%	1.5%	?	3.1%	4.1	22.5%	-2.7%	13.4%
CC(C)/C=N/Nc1nc2c(c(=O)n(C)c(=O)n2C)n1C	4.7%	0.0	0.9%	19.8%	3.0%	.	-2.7%	0.1	?	-1.8%	-1.1%
CC(C)=C(NC(=O)c1ccccc1)C(=O)N1CCOCC1	5.5%	-0.8	9.4%	0.3%	8.6%	-8.9%	-1.9%	0.7	-0.7%	5.0%	1.0%
CCCCOc1ccc(C(=O)N/C(=C\c2cccc([N+](=O)[O-])c2)C(=O)OCc2ccco2)cc1	-2.5%	-6.3	1.2%	.	-4.5%	5.8%	-1.2%	-28.4	7.3%	-4.1%	7.4%
NNC(=O)c1ccc(COc2ccc3ccccc3c2)o1	13.4%	-5.6	-3.2%	5.2%	-4.2%	.	0.7%	14.2	?	0.0%	5.1%
CC(C#N)Sc1nc2ccccc2c(=O)n1-c1ccccc1 (stereo unspecified)	-1.7%	5.3	6.4%	-3.3%	14.5%	4.5%	-3.7%	0.6	?	-2.3%	0.8%
CC1CCCc2sc3nc(N4CCN(CCO)CC4)n4ncnc4c3c21 (stereo unspecified)	7.4%[15.4 µM]	1.6	2.9%	-2.0%	-3.9%	-3.7%	-35.3%	0.2	-5.2%	-1.0%	-2.6%
Cn1c(=O)c2cc(S(=O)(=O)NCCC(=O)NCCC3=CCCCC3)ccc2n(C)c1=O	-3.3%	7.7	-0.7%	-4.5%	0.9%	-3.5%	-0.3%	1.5	-7.2%	5.4%	2.4%
Cc1ccnc(N2CCC(C(=O)Nc3ccc4c(c3)OCCO4)CC2)n1	-2.2%	-1.7	9.6%	5.9%	1.2%	-0.4%	-0.8%	-5.9	?	30.5%	0.8%
CC[C@@H](C)[C@@H](C(=O)N1CCN(C(=O)OC(C)(C)C)CC1)n1cc(CCCN=C(NC(=O)OC(C)(C)C)NC(=O)OC(C)(C)C)nn1	8.1%	-0.8	-0.2%	-2.0%	-1.3%	8.2%	0.4%	-3.1	-3.7%	-1.9%	-1.1%
CC(=O)Nc1ccc(NC(=O)CCC(=O)NCCO)cc1	19.7%	-6.8	2.9%	3.7%	-3.5%	-2.6%	-1.4%	-5.8	4.0%	4.6%	1.1%
CCN(C(=O)CN1C(=O)c2ccc([N+](=O)[O-])cc2C1=O)C1CCS(=O)(=O)C1 (stereo unspecified)	12.0%	3.9	.	.	-2.3%	.	.	-1.0	-0.1%	-0.8%	0.5%
CCC1CN(C(=O)NCc2ccc(C)cc2)c2cc(Cl)ccc2O1 (stereo unspecified)	-18.4%	-9.5	3.4%	-4.4%	-15.8%	15.9%	.	6.3	-3.0%	-5.0%	-5.6%

A portion of the library (hit frequency here may not be typical).
